Assay outcomes deposited in PubChem by several laboratories.
TRPC4 agonist: TRPC4 (mouse) channel activation. Q9QUQ5. HEK293 TRPC4beta/mu-opioid, Fluo4 calcium fluorescence; stronger effect = higher value. B-score at 10 µM. 310,000 tested, 0.49% active. AID 2237;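 active means B-score above 5 SD of library B-scores, and initial fluorescence ratio not above library mean plus 5 SD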;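 further: positive B-score marks a calcium rise read as TRPC4 activation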
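Assay system: HEK293 stable line with TRPC4beta plus mu-opioid receptor. Times: dye 45 min RT, read 110 s. Measured by: kinetic Fluo4 calcium fluorescence. Measure: B score of integrated ratio. Controls: assay buffer as low control, maximal DAMGO as high control.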
ANO1 block: inhibitors of mouse TMEM16A calcium-activated chloride channel. HEK293 TMEM16A/YFP iodide influx fluorescence, ionomycin. normalized B-score (activity score, 25-100; higher = stronger inhibition) at 10 µM. 310,000 tested, 1.2% active;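 active means ratio plate-corrected score three or more library SD toward inhibition, starting fluorescence score within five deviations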;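 further: score derived from kinetic fluorescence span divided by baseline fluorescence per well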
DYRK1A inh: inhibitors of rat Dyrk1A kinase; Q63470; ADP-Glo luminescence, NFATc1 peptide; inhibition, % at 12.5 µM; 310,000 tested, 0.43% active; in the data active means inhibition above about 50%;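 further: plate controls were vehicle with enzyme for no effect and no enzyme for full effect; many of its hits are not listed in these tables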
hERG protect: hERG (human) protection from proarrhythmic block; 310,000 tested, 0.51% active; activation (rescue from dofetilide block), less the hit threshold, % at 10 µM; AID 1511; CHO-hERG, FluxOR thallium flux, dofetilide IC70 present; Q12809;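 active means activation above the mean of controls blocked by dofetilide plus 5 SD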;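 further: thallium influx through hERG after potassium depolarization seen as dye fluorescence rise; in these data hits start at about 4.7%; inactives centre near -7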
Target sequence (Q12809 whole entry, looked up): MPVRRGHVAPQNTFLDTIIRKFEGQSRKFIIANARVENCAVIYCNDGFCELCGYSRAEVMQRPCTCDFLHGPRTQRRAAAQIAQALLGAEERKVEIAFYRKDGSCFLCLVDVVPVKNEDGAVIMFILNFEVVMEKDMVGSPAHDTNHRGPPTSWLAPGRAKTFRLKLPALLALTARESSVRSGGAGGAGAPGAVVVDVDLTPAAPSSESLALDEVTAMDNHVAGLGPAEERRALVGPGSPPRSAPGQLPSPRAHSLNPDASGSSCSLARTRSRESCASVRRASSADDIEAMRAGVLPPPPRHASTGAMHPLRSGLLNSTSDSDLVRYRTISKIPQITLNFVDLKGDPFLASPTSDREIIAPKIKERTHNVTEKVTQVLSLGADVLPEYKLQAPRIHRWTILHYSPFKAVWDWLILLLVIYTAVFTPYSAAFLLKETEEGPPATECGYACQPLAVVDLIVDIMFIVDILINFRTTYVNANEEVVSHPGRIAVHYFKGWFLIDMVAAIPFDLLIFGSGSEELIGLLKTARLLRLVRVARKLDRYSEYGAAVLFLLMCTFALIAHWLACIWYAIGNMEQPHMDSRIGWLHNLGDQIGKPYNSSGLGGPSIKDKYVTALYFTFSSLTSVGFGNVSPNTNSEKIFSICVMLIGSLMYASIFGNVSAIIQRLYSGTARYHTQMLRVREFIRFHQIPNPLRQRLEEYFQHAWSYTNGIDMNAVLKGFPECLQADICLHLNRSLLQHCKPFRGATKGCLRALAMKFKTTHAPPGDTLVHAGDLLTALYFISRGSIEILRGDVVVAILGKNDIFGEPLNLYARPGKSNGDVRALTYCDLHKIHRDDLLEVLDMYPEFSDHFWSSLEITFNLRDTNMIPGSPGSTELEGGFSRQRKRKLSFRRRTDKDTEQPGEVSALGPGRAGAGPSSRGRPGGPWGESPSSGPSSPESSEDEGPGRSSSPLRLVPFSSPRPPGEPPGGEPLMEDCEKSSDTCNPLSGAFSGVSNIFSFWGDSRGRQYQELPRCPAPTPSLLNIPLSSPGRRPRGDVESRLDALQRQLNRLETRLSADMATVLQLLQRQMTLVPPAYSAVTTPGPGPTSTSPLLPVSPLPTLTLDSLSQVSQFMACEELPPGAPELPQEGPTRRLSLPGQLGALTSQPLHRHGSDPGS
TMEM16A act: activators or potentiators of mouse TMEM16A chloride channel. HEK293 TMEM16A/YFP-H148Q/I152L, iodide quench fluorescence; stronger effect = lower value. B-score at 10 µM. 340,000 tested, 0.3% active. Q8BHY3. AID 623877;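 active means fluorescence-ratio B-score plate-corrected deviation score at least 3 library SD below zero, with starting fluorescence score within 5 deviations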;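 further: channel opened by trigger with iodide after compound preincubation; score built on the fluorescence ratio of max minus min over baseline; more negative score means more quench and so TMEM16A activation or potentiation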
TRPC4 PAM: TRPC4 (mouse) allosteric potentiation. Q9QUQ5. HEK293 TRPC4beta/mu-opioid, DAMGO EC20, Fluo-4 Ca2+ flux; stronger effect = higher value. B-score at 10 µM. 310,000 tested, 0.42% active;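 active means B-score of calcium response area above 5 SD of library B-scores, with initial fluorescence ratio within 5 SD of library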;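 further: B-score of integrated fluorescence ratio over time as area under calcium response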
KCNK3 block: human KCNK3 channel inhibition, primary screen; 340,000 tested, 0.84% active; B-score at 10 µM; AID 602410; CHO-KCNK3 thallium flux, FluxOR fluorescence; stronger effect = lower value; O14649;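 active means B-score under library mean minus 4 SD, starting fluorescence ratio at most library mean plus 5 SD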;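 further: more negative B-score means stronger inhibition of thallium flux through KCNK3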
KCNQ1 pot: potentiates or activates the human KCNQ1 potassium channel | B-score at 10 µM | P51787 | 310,000 tested, 0.35% active | CHO-K1 KCNQ1, thallium flux FluxOR fluorescence; stronger effect = higher value;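 active means fluorescence ratio B-score, a plate-corrected score, at least three library SD, with initial intensity B-score within 5 SD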
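Test system: CHO-K1 cells stably expressing KCNQ1 / Medium: assay buffer / Also added: depolarizing K+/Tl+ stimulus, K2SO4 and Tl2SO4 each 12.5 mM in 5x stock / Incubation: 90 min dye loading and 20 min compound exposure, both at room temperature / Signal: thallium influx via FluxOR fluorescence, kinetic imaging / Evaluation: B score of baseline-normalized fluorescence ratio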
HDAC3 inhib: inhibitors of human histone deacetylase 3 | O15379 | recombinant HDAC3, fluorogenic peptide/trypsin coupled, fluorescence | inhibition, % at 8.3 µM | 320,000 tested, 0.15% active | AID 2718; in the data active means inhibition above about 26%, passing the limit was not always enough; inconclusive means no clear call, values can overlap the other calls
KCNQ1 block: human KCNQ1 channel inhibition. P51787. B-score at 10 µM. 310,000 tested, 1.3% active. CHO-K1 KCNQ1, FluxOR thallium flux fluorescence; stronger effect = higher value. AID 2642;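 active means compounds whose thallium flux B-score, printed positive for inhibition, exceeds three library SD while starting fluorescence stays within three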;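 further: channel opened by potassium depolarization with thallium stimulus after 20 min compound exposure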
KCNK9 block: inhibitors of human KCNK9 two-pore domain potassium channel | Q9NPC2 | HEK293 KCNK9, FluxOR thallium flux fluorescence; stronger effect = lower value | B-score at 10 µM | 310,000 tested, 1.2% active | AID 488922;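 active means ratio B-score over 3 SD below the library mean, with starting fluorescence within 5 SD of its mean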;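 further: negative B-score means less thallium flux so channel inhibition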
Starred values were filed as active, the others as inactive; i = inactive; u = inconclusive; x = no result given; & = joins results of further samples. These rows are one share of the data; rates above refer to the full screens.

SMILES	TRPC4 agonist	ANO1 block	DYRK1A inh	hERG protect	TMEM16A act	TRPC4 PAM	KCNK3 block	KCNQ1 pot	HDAC3 inhib	KCNQ1 block	KCNK9 block
O=C(O)C1CCCN1C(=O)OCc1ccccc1 (centres undefined)	i	i	-4	-2	i	i	i	i	-5	i	i
Cc1ccc(-c2nnc(SCC(=O)Nc3nccs3)n2N)cc1	i	i	x	-9	i	i	i	i	4	i	i
COc1cc(NC(=O)CN(C)S(=O)(=O)c2ccc3c(c2)CCC(=O)N3)cc(OC)c1	i	i	1	-11	i	i	i	i	-5	i	i
COc1ccc(N2CCN(C(=O)c3cc4c(-c5ccc(Cl)cc5)nn(C)c4s3)CC2)cc1	i	i	-4	-5	i	i	i	i	-10	i	i
COc1cccc(C2C=C(Nc3ccccc3)C(=O)N2c2ccccc2)c1 (centres undefined)	i	i	-2	-13	i	i	i	i	-4	i	i
Cc1ccc(-c2nc3cc(N)ccc3o2)cc1	i	i	5	-14	i	i	i	i	7	i	i
O=C(CC1(O)C(=O)N(Cc2cccc3ccccc23)c2ccccc21)c1cccnc1 (centres undefined)	i	i	6	-7	i	i	i	i	-3	i	i
O=C(Nc1ccccc1)N1CC=C(c2ccc(F)cc2)CC1	i	i	4	-11	i	i	i	i	-2	i	i
O=C(CN1C(=O)NC2(CCCCCC2)C1=O)N1CCN(S(=O)(=O)c2ccccc2)CC1	i	i	-2	-3	i	i	i	i	0	i	i
CCCCOc1ccc(-c2nnn(C(C)C(=O)OCC)n2)cc1 (centres undefined)	i	i	4	-3	i	i	i	i	12	i	-7.2*
CCOC(=O)Cc1csc(NC(=O)c2ccc(Br)o2)n1	i	i	12	-11	i	i	i	i	5	i	i
CCCCCN(C(=O)CCC(=O)OCC(=O)c1c(C)cc(C)cc1C)c1c(N)n(CCCC)c(=O)[nH]c1=O	i	i	14	-14	i	i	i	i	7	i	i
CC(=O)Nc1cc(-c2nn(C)c(=O)c3ccccc23)ccc1N1CCCCC1	i	i	14	-14	i	i	i	i	1	i	i
COc1ccc(CN2CCN(Cc3csc(C(C)=O)c3)CC2CCO)c(C)c1C (centres undefined)	i	i	-1	-3	i	i	i	i	-5	i	i
CCN(CC)c1nc(Oc2ccc(C(=O)OC)cc2)nc(N2CCOCC2)n1	i	i	0	-10	i	i	i	i	0	i	i
Cc1onc(-c2ccccc2Cl)c1C(=O)N1CCN(c2ccccc2)CC1	i	i	x	-6	i	i	i	i	1	i	i
Cc1ccc(OCCCN2CCOCC2)c([N+](=O)[O-])c1	i	i	-2	3	i	i	i	i	3	i	i
CCOC(=O)C1=C(C)NC(C)=C(C(=O)OCC)C1c1cc(N)ccc1OC(F)F	i	i	3	0	i	i	i	i	7	i	i
O=C(NCCCN1CCCCC1)c1ccc2c(=O)n(CCc3ccccc3)c(=O)[nH]c2c1	i	i	2	-9	i	i	i	i	-7	i	i
O=[N+]([O-])c1cccc2c1ccc1ncccc12	i	i	50	-6	i	i	i	i	-3	i	i
Cc1ccc(S(=O)(=O)Nc2cccc(-c3ccc4nncn4n3)c2)cc1	i	i	-8	-1	i	i	i	i	x	i	i
COc1cc(COCC(O)CN2CCOCC2)cc(OC)c1OC (centres undefined)	i	i	-1	-3	i	i	i	i	8	i	i
CC1(C)Cc2c(cnn2-c2ccccc2)C(NC(=O)CCc2ccc(=O)[nH]n2)C1 (centres undefined)	i	i	-1	-10	i	i	i	i	-5	i	i
CC(C)C(=O)Nc1ccc(N2CCCC2)c(Cl)c1	i	i	-1	-13	i	i	i	i	0	i	i

3 compounds from above, limited to ANO1 block.
SMILES	ANO1 block
O=C(NCCCN1CCCCC1)c1ccc2c(=O)n(CCc3ccccc3)c(=O)[nH]c2c1	i
O=[N+]([O-])c1cccc2c1ccc1ncccc12	i
Cc1ccc(S(=O)(=O)Nc2cccc(-c3ccc4nncn4n3)c2)cc1	i

(next part)
SMILES	TRPC4 agonist	ANO1 block	DYRK1A inh	hERG protect	TMEM16A act	TRPC4 PAM	KCNK3 block	KCNQ1 pot	HDAC3 inhib	KCNQ1 block	KCNK9 block
Cc1ccc2oc(C(=O)N3CCN(Cc4nccn4C)CC3)c(C)c2c1	i	i	3	-6	i	i	i	i	-3	i	i
COc1ccc(CNC(=O)C2CCC(CNS(=O)(=O)c3ccccc3)CC2)cc1 (centres undefined)	i	i	-3	-4	i	i	i	i	-5	i	i
Cc1ccccc1N(CC(=O)NCCSCc1ccccc1)S(C)(=O)=O	i	i	x	-5	i	i	i	i	2	i	i
CCNC(=O)CN(c1ccccc1OC)S(=O)(=O)c1cccs1	i	i	-7	-7	i	i	i	i	-7	i	i
O=C(CC(NS(=O)(=O)c1ccc(Cl)cc1)c1ccco1)NCc1ccco1 (centres undefined)	i	i	-4	-2	i	i	i	i	2	i	i
CCc1cc(=O)oc2cc(OCc3nn[nH]n3)ccc12	i	i	9	-6	i	i	i	i	-21	i	i
CCCCC/C=N\NC(=O)Cc1ccc([N+](=O)[O-])cc1	i	i	0	-3	i	i	i	7*	-1	i	i
N[C@H](CSCc1ccccc1)C(=O)Nc1ccc([N+](=O)[O-])cc1	i	i	0	-14	i	i	i	i	0	i	i
CCOC(=O)c1c(NC(=S)NCC2CCCO2)sc(C)c1C (centres undefined)	i	i	2	-2	i	i	i	i	4	i	i
COc1ccc(N2C(=NC(=O)C3CCCCC3)SC3CS(=O)(=O)CC32)cc1 (centres undefined)	i	i	-7	-1	i	i	i	i	2	i	i
CCOC(=O)c1ccc(N/C=C\C(=O)c2cccc(OC)c2)cc1	i	i	-5	-7	i	i	i	i	-3	i	i
CSCc1ccc(C(=O)NC2CC(C)(C)Cc3c2cnn3-c2ccc(F)cc2)o1 (centres undefined)	i	i	1	-17	i	i	i	i	1	i	i
O=[N+]([O-])/C(C(Cl)=C(Cl)Cl)=C(\Nc1ccc(F)cc1)n1cncn1	i	i	x	-10	x	i	x	i	4	i	i
O=Cc1ccc(-c2cc(Cl)ccc2Cl)[nH]1	i	i	2	-1	i	i	i	i	2	i	-6.7*
Cc1cc(-n2cnnn2)cc(C)c1S(=O)(=O)NCCOc1ccccc1	i	i	1	-12	i	i	i	i	x	i	i
CC(NC(=O)COC(=O)/C=C/c1ccco1)c1ccccc1 (centres undefined)	i	i	-4	-9	i	i	i	i	1	i	i
COC(=O)c1ccc(NC(=O)CN2CCN(c3ccccn3)CC2)cc1	i	i	1	-16	i	i	i	i	-10	i	i
CCOC(=O)c1c(NCCN(C)C)c2ccccc2[nH]c1=O	i	i	13	-9	i	i	i	i	-1	i	i
COCCn1c(C)c(C(=O)O)sc1=S	i	i	-15	-2	i	i	i	i	4	i	i
Cc1ccc([N+](=O)[O-])c(NC2OC(CO)C(O)C2O)c1 (centres undefined)	i	i	-3	-10	i	i	i	i	4	i	i
COC(=O)C1CCN(C(=O)Cn2nnc(-c3ccccc3)n2)CC1	i	i	-5	-8	i	i	i	i	-9	i	i
O=C1CCCCC1Sc1ccc(Cl)cc1[N+](=O)[O-] (centres undefined)	i	i	-6	-14	i	i	i	i	-4	i	i
O=C(CCCCCN1C(=O)c2cccc3cccc(c23)C1=O)NC1CCS(=O)(=O)C1 (centres undefined)	i	i	18	-7	i	i	i	i	x	i	i
COc1ccc(-c2ccc(N)[n+](CCCC(=O)O)n2)cc1	i	i	7	-4	i	i	i	i	4	i	i
Cc1ccc(NC(=S)NNc2ccc(C(=O)O)cc2[N+](=O)[O-])cc1C	i	i	x	-8	i	i	i	i	0	i	i
Cc1ccc(C(NC(N)=O)c2ccccc2)cc1 (centres undefined)	i	i	-3	3	i	i	i	i	2	i	i
c1ccc(-c2c[n+]3c(n2-c2ccccc2)SCC3)cc1	i	i	x	-8	i	i	i	i	6	i	i
Cc1cccc2c1N(C(=O)CN1C(=O)c3ccccc3C1=O)C(C)(C)c1ssc(=S)c1-2	i	i	4	-5	i	i	i	i	8	i	i
COc1ccc2c(c1)c(=O)c(C(=O)c1ccc(Cl)cc1)cn2CC(=O)Nc1ccc(F)cc1	i	i	-2	-15	i	i	i	i	-2	i	i
CCOC(=O)c1ccccc1CN1C(=O)c2ccccc2S1(=O)=O	i	i	-3	-3	i	i	i	i	5	i	i
Cc1ccc(S(=O)(=O)NC2=NCN(CCOC(=O)c3ccc([N+](=O)[O-])cc3)CN2)cc1	i	i	3	-3	i	i	i	i	-1	i	i
O=C(N/N=C/c1cccc(OC(=O)c2cccc(Br)c2)c1)c1cccnc1	i	i	1	-7	i	i	i	i	4	i	i
CCOC(=O)C1CCCN(C2CC(=O)N(c3ccc(C(C)C)cc3)C2=O)C1 (centres undefined)	i	i	-62	-9	i	i	i	i	0	i	i
O=C(Nc1ccccc1O)c1ccc(NC(=O)C2CC2)cc1	i	i	3	-6	i	i	i	i	u	i	i
Cc1ccc(OCC(=O)Nc2ccc(S(=O)(=O)Nc3ccccn3)cc2)cc1C	i	i	-6	-7	i	i	i	i	-6	i	i
O=C(Cc1cc(=O)[nH][nH]1)N/N=C/c1c(Cl)cccc1Cl	i	i	0&7	-2&-3	i	i	i	i	3&2	i	i
Fc1cccc(C2CCCCN2Cc2nc(C3CC3)no2)c1 (centres undefined)	i	i	-4	-17	i	i	i	i	1	i	i
CC1CC(C)CN(C(=O)CSc2nnc(-c3ccco3)o2)C1 (centres undefined)	i	i	-9	-2	i	i	i	i	0	i	i
COc1ccccc1NS(=O)(=O)c1cc(NC(=O)c2cc(=O)[nH]c3ccccc23)ccc1N1CCOCC1	i	i	9	-13	i	i	i	i	5	i	i
Cc1ccc2c(c1)C(=O)c1ccccc1CS2=O (centres undefined)	i	i	15	-5	i	i	i	i	2	i	i
CC(=O)c1c(C)[nH]c(C(=O)OCC(=O)N(C)C)c1C	i	i	x	-2	i	i	i	i	9	i	i
Clc1ccc2oc(SCc3cccnc3)nc2c1	i	i	0	-5	i	i	i	i	-2	i	i
CO/N=C(/C(=O)N[C@@H]1C(=O)N2C(C(=O)O)=CCS[C@H]12)c1cnc(N)s1	i	i	x	-9	x	i	x	i	-3	i	i
Cc1ccccc1CSc1nnc(-c2ccccn2)n1N	i	i	6	-11	i	i	i	i	-2	i	i
